# High-throughput results (PubChem BioAssay)
# CCR6 antagonist: antagonists of human CCR6 receptor; CHO-K1 CCR6 PathHunter beta-arrestin, luminescence, CCL20-stimulated; inhibition, % at 20 µM; 340,000 compounds, 0.49% hits;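 active = compounds whose inhibition of the agonist-driven luminescence signal at 20 µM reaches about 50%, limit read from the data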;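 note: cells stimulated with CCL20 at 14 nM final; plate controls were DMSO with CCL20 for no effect and DMSO without agonist for full effect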
# Target sequence (P51684 whole entry, looked up): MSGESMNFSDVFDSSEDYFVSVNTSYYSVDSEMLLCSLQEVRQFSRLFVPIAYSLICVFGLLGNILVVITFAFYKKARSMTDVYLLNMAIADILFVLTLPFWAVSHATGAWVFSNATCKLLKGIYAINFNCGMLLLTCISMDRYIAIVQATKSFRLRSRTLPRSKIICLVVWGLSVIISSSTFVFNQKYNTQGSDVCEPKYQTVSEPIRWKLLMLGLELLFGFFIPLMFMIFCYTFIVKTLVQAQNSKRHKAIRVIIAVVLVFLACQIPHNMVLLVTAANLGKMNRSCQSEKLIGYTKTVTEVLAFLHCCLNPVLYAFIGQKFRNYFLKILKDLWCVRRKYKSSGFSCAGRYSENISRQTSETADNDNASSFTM
# Gli-Sufu block: blocks Gli-Sufu signaling in a luciferase reporter | inhibition, % at 5 µM | Sufu-KO-LIGHT fibroblasts, Gli luciferase reporter luminescence | 340,000 compounds, 0.74% hits;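 active = inhibition above about 55%, limit read from the data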;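 note: 0% = DMSO-treated cells and 100% = wells with medium but no cells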
# Jurkat NFkB inh: lowers PMA/ionomycin-induced NF-kB signal in Jurkat cells. PMA/ionomycin-induced NF-kB luciferase reporter, luminescence. inhibition, % at 4 µM. 330,000 compounds, 0.53% hits; in the data active = inhibition above about 50%
# CXCR6 block: inhibitors of human CXCR6 receptor. CHO-K1 PathHunter CXCR6 beta-arrestin, luminescence. 360,000 compounds, 0.36% hits. inhibition, % at 20 µM; in the data active = inhibition above about 34%, passing the limit was not always enough;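 note: antagonist mode with CXCL16 agonist at 10 nM final; 0% = 10 nM CXCL16 with DMSO and 100% = unstimulated wells without agonist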
# Target sequence (O00574 whole entry, looked up): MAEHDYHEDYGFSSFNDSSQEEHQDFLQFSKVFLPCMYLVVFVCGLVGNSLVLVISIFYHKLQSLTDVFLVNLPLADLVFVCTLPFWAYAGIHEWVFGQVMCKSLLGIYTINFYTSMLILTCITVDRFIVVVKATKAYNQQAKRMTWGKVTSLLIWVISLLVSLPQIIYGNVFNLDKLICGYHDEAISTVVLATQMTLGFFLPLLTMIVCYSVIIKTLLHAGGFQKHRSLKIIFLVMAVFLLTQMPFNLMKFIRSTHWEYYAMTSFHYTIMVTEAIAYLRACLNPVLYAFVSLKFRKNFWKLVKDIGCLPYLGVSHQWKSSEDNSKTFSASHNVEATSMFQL
# APJ antag: APJ receptor antagonism. 330,000 compounds, 0.32% hits. inhibition, % at 20 µM. P35414. CHO-K1 APJ beta-arrestin complementation, luminescence;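 active = inhibition above about 40% at 20 µM, limit read from the data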;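 note: cells challenged with 10 nM apelin-13 agonist together with compound; plate controls were apelin-13 plus DMSO wells for no effect and DMSO wells lacking apelin-13 for full effect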
# EBI2 antag: blocks human EBI2 receptor beta-arrestin signaling | 360,000 compounds, 0.81% hits | EBI2 beta-arrestin recruitment, luminescence, 7a,25-OHC stimulated | inhibition, % at 5 µM; in the data active = inhibition above about 38%;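 note: enzyme fragment complementation signal reports receptor beta-arrestin coupling in cells; 0% = agonist plus DMSO wells and 100% = wells without agonist; some results beyond the cut were filed as inactive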
# UBC13 polyUb: blocks human UBC13 polyubiquitin chain formation; P61088; TR-FRET; inhibition, % at 20 µM; 330,000 compounds, 0.47% hits; in the data active = inhibition above about 45%, passing the limit was not always enough
# Target sequence (P61088 whole entry, looked up): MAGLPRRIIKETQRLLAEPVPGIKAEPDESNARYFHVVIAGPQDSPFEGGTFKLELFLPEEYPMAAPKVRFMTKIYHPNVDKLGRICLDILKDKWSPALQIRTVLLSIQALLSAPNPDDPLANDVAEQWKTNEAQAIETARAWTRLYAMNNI
# 697 NFkB inh: inhibitors of the PMA/ionomycin-induced NF-kB reporter in 697 B cells; 697 B-cell NF-kB luciferase reporter, 16 h; inhibition, % at 4 µM; 330,000 compounds, 0.33% hits; in the data active = inhibition above about 35%
# The depositor's hits bear a star; nt = no result given.
SMILES,CCR6 antagonist,Gli-Sufu block,Jurkat NFkB inh,CXCR6 block,APJ antag,EBI2 antag,UBC13 polyUb,697 NFkB inh
CCCN(CC(=O)Nc1ccccc1OC)C(=O)c1ccc2c(c1)NC(=O)C(C)S2 (stereo unspecified),-1,-2,6,-1,-2,5,34,14
CN(CC(=O)NCC1CCCO1)S(=O)(=O)c1cc(Cl)ccc1Cl (stereo unspecified),-2,-9,7,-2,10,4,7,-1
CCCn1nc(NS(=O)(=O)c2cccc3nonc23)c2cc3ccccc3nc21,32,-23,3,19,-13,7,-24,-15
COc1ccccc1N1CCN(CCCCN2C(=O)c3ccccc3C2=O)CC1,3,-1,5,0,15,4,-2,31
Cc1nc2cc(C)c(C)cc2s1,4,-3,12,-6,4,-7,-8,2
O=C(O)CN=C1CC(c2ccccc2)CC(=O)/C1=C(/O)CCCN1C(=O)c2ccccc2C1=O (stereo unspecified),0,2,-2,10,-20,-3,4,-4
COCC(=O)Nc1cc(Cl)ccc1C(F)(F)F,nt,nt,0,nt,15,nt,8,4
Cc1ccc(S(=O)(=O)CC(=O)N2CCN(c3ccc(F)cc3)CC2)cc1,1,19,-6,5,11,-9,1,12
O=S(=O)(c1ccc2oc3ccccc3c2c1)N1CCCC1,18,-13,-5,-5,9,10,8,-3
CN(CC(=O)Nc1cccc(F)c1)C(=O)c1cc(-c2ccccc2)nc2ccccc12,12,4,-12,-11,4,1,-5,2
O=C1CCCC/C1=C\Nc1ccc(S(=O)(=O)Nc2cnc3ccccc3n2)cc1,21,5,-7,-10,-1,-1,12,5
COCCCNC(=O)c1ccc(C(=O)NCCCOC)cc1,8,10,-16,6,-38,1,-22,-2
COc1cccc([C@@H]2Oc3ccc(Br)cc3C(=O)[C@H]2OC(=O)NC2CCCC2)c1,20,-2,10,nt,13,nt,4,-11
O=C(CSCc1cnn(-c2ccccc2)c1-n1cccc1)NCc1ccc2c(c1)OCO2,-1,28,nt,0,nt,2,nt,nt
Cc1ccc(C2(c3noc(CN(C)Cc4cnn(C)c4)n3)CCCC2)cc1,18,6,7,-1,4,-6,4,14
C=CCNC(=S)N1CCN(c2ccc([N+](=O)[O-])cc2)CC1,18,10,3,-1,2,-7,-7,17
CCOc1ccc(-c2c(=O)n(OCc3nc4ccccc4[nH]3)c3ccccc3[n+]2[O-])cc1,4,1,-23,4,-7,-4,1,-12
CC1(C)c2[nH]c3ccccc3c2C[C@H]2C(=O)N(Cc3cccc(F)c3)C(=O)N21,-4,-6,9,-7,2,20,18,4
CCC(C)(C)C1CCc2[nH]nc(C(=O)NN)c2C1 (stereo unspecified),-6,21,-3,0,-10,2,-2,-2
N#Cc1c(-c2cccs2)cc(-c2ccccn2)nc1N,-4,0,7,-8,5,-8,7,14
COc1ccc(OC)c(-c2nc(C(N)=O)c3[nH]c(=O)n(-c4ccc(F)cc4)c3n2)c1,1,10,4,3,-63,-7,-7,1
Cc1sc(NC(=O)Cc2ccc3c(c2)OCO3)nc1-c1ccc2c(c1)CCN2C(=O)c1cccc(F)c1,-5,22,42,-12,-5,0,-6,-45
Cc1nnc(NC(=O)C2CCN(S(=O)(=O)c3ccc(F)c(F)c3)CC2)o1,2,0,3,-4,-8,-1,4,13
COc1cc(NC(=O)Cn2ccsc2=N)cc(OC)c1,-1,3,8,-1,7,-5,11,-8
Cc1cc(OCC(=O)O)c2cccc(C)c2n1,1,0,-5,0,9,-3,-10,2
COc1ccc(Cl)cc1NC(=O)c1cccc(N2C(=O)C3CC=CCC3C2=O)c1 (stereo unspecified),-7,5,-2,-4,-22,6,-2,-2
CC(=O)c1ccc(NC(=O)Cn2c(=O)oc3ccccc32)cc1,-2,12,-15,-3,-22,5,-6,4
CCOC(=O)C(C)Sc1nc(N2CCOCC2)c2c(c1C#N)CC(C)(C)OC2 (stereo unspecified),14,6,-3,7,13,-2,0,-30
COc1ccc(NC(=S)NC2CCCCC2)c(OC)c1,-15,-7,-17,2,-4,-5,-10,-4
Nc1ncnc2c1ncn2[C@H]1C[C@H](O)[C@@H](CO)O1,-8,-4,0,-7,-64,5,-3,18
O=C(O)CC1(CC(=O)NCc2ccc(Cl)cc2)CCCCC1,-11,0,-9,4,15,-5,5,-2
Cc1ccc(S(=O)(=O)NC(CC(=O)N2CCOCC2)c2ccco2)cc1 (stereo unspecified),-6,-3,-19,-8,-3,-1,-9,-12
Cc1ccc(-c2nc(SC(C)C(=O)c3c(N)n(C)c(=O)n(C)c3=O)n[nH]2)cc1 (stereo unspecified),10,-3,-12,-1,-3,2,-4,20
O=C(Nc1cccnc1)c1cccc(S(=O)(=O)N2CCCC2)c1,9,-11,3,3,7,-9,4,-7
NC(=O)C1CCN(C(=O)CCc2nc3ccccc3c(=O)[nH]2)CC1,4,3,-4,-13,-3,-13,11,17
CCNc1ncnc2c1cnn2C1CCCO1 (stereo unspecified),0,2,nt,3,nt,7,nt,nt
CC(C)(C)c1n[nH]c2c1CCCC2,-3,0,-2,-5,8,-14,-10,-44
Cc1ccc(NC(=O)CCN2CCC(C)CC2)cc1,1,7,-4,12,10,-7,-3,-1
CCOC(=O)c1c(NC(=O)C2(C)Cc3ccccc3C(=O)O2)sc2c1CCCC2 (stereo unspecified),12,2,-12,6,-28,16,1,-40
c1ccc2c(c1)CC1(CCCCC1)n1nnnc1-2,13,-7,9,2,20,5,4,24

# Among those listed so far, these contain a Cl atom.
SMILES,CCR6 antagonist,Gli-Sufu block,Jurkat NFkB inh,CXCR6 block,APJ antag,EBI2 antag,UBC13 polyUb,697 NFkB inh
CN(CC(=O)NCC1CCCO1)S(=O)(=O)c1cc(Cl)ccc1Cl (stereo unspecified),-2,-9,7,-2,10,4,7,-1
COCC(=O)Nc1cc(Cl)ccc1C(F)(F)F,nt,nt,0,nt,15,nt,8,4
COc1ccc(Cl)cc1NC(=O)c1cccc(N2C(=O)C3CC=CCC3C2=O)c1 (stereo unspecified),-7,5,-2,-4,-22,6,-2,-2
O=C(O)CC1(CC(=O)NCc2ccc(Cl)cc2)CCCCC1,-11,0,-9,4,15,-5,5,-2

# Copied from the listing for reference:
SMILES,CCR6 antagonist,Gli-Sufu block,Jurkat NFkB inh,CXCR6 block,APJ antag,EBI2 antag,UBC13 polyUb,697 NFkB inh
COc1ccc(OC)c(-c2nc(C(N)=O)c3[nH]c(=O)n(-c4ccc(F)cc4)c3n2)c1,1,10,4,3,-63,-7,-7,1
Cc1sc(NC(=O)Cc2ccc3c(c2)OCO3)nc1-c1ccc2c(c1)CCN2C(=O)c1cccc(F)c1,-5,22,42,-12,-5,0,-6,-45
Cc1nnc(NC(=O)C2CCN(S(=O)(=O)c3ccc(F)c(F)c3)CC2)o1,2,0,3,-4,-8,-1,4,13
COc1cc(NC(=O)Cn2ccsc2=N)cc(OC)c1,-1,3,8,-1,7,-5,11,-8
Cc1cc(OCC(=O)O)c2cccc(C)c2n1,1,0,-5,0,9,-3,-10,2
COc1ccc(Cl)cc1NC(=O)c1cccc(N2C(=O)C3CC=CCC3C2=O)c1 (stereo unspecified),-7,5,-2,-4,-22,6,-2,-2

# Results in 697 NFkB inh, CXCR6 block and CCR6 antagonist, for some of the entries so far:
molecule	697 NFkB inh	CXCR6 block	CCR6 antagonist
NC(=O)C1CCN(C(=O)CCc2nc3ccccc3c(=O)[nH]2)CC1	17	-13	4
CCNc1ncnc2c1cnn2C1CCCO1 (stereo unspecified)	nt	3	0

# Next entries:
SMILES,CCR6 antagonist,Gli-Sufu block,Jurkat NFkB inh,CXCR6 block,APJ antag,EBI2 antag,UBC13 polyUb,697 NFkB inh
COc1ccc(OCCN2C(=O)NC3(CCc4ccccc4C3)C2=O)cc1 (stereo unspecified),0,1,-5,6,-6,-2,-1,-21
CN(C(=O)c1ccc(NC(=O)Cc2cccc(NC(=O)C3CCN(C(=O)C4CCCC4)CC3)c2)cc1)C1CC1,-3,-1,nt,2,nt,-3,nt,nt
CCOCCn1cnc2sc(C(=O)NCC(=O)OCC)c(C)c2c1=O,8,-10,-17,9,-18,-9,3,-2
Cc1ccc(/C=C(/NC(=O)c2ccccc2)C(=O)NC(Cc2c[nH]c3ccccc23)C(=O)O)cc1 (stereo unspecified),0,9,10,-2,8,-8,0,9
C=CCN=C1N[C@@H](c2cccc(C(F)(F)F)c2)C(C(=O)OC)=C(C)N1CC,15,-4,2,6,10,-3,6,-6
NC1=NC(=O)/C(=C\c2cc([N+](=O)[O-])ccc2Cl)S1,6,5,12,5,7,-13,-10,7
Cc1csc(NC(=O)c2ccncc2)n1,-5,-1,-4,-9,-14,12,-5,11
N#C/C(C(=O)N1CCCC1)=C1/N=C(N)c2ccccc21,4,-3,9,-4,0,-12,-12,15
Cc1ccc(N(CC(=O)NC2CCCCC2)C(=O)Cn2nnc(-c3ccc(C)o3)n2)cc1,11,28,-1,-4,21,14,2,-7
COc1cccc(N2C(=O)CC(NNC(=O)c3cccs3)C2=O)c1 (stereo unspecified),-3,-15,-5,4,6,-7,-7,-33
Cc1cccc(OCC(=O)Nc2nnc(S(=O)(=O)N3CCC(C)CC3)s2)c1,5,1,5,-4,-3,-11,-11,14
COCCCN(C(=O)Cc1csc(-c2cccc(Cl)c2)n1)c1c(N)n(Cc2ccccc2)c(=O)[nH]c1=O,5,-5,6,-1,13,-15,4,1
Cc1nnc(-c2cccc(C(F)(F)F)c2)nc1N1CCOCC1,14,-33,0,4,-9,-6,8,8
CC1CCCCN1C(=O)CN(C)S(=O)(=O)c1cccc2nsnc12 (stereo unspecified),4,16,2,0,7,0,-1,2
Cc1cccnc1NC(=S)Nc1ccc(Cl)c(Cl)c1,6,-64,-23,0,20,1,12,-21
COc1ccc(NC(=O)c2cc(-c3ccccn3)nc3ccccc23)cc1S(=O)(=O)N(C)C,11,1,18,5,-8,-38,7,39*
O=C(O)c1cccnc1SCc1cn2cc(Br)ccc2n1,5,2,-23,0,7,1,6,14
CCOc1cc(C2C(C#N)=C(N)Oc3n[nH]c(-c4ccccc4)c32)ccc1O (stereo unspecified),34,13,-9,6,28,-16,83*,1
C[N+]1(CCCCCCC(=O)/C=N/O)CCCCCC1,-2,-1,-12,-1,-3,-1,2,-18
CC(=O)C1=C(O)C(=O)N(Cc2ccccc2)C1c1ccc(F)cc1 (stereo unspecified),-5,nt,-8,6,6,-2,-1,17
Cc1cccc(C)c1NC(=O)CN(C)C(=O)CSC(=S)N1CCCC1,1,-3,-13,3,-31,-18,-9,-43
CCCCOC(=O)NC1(C)CCS(=O)(=O)C1 (stereo unspecified),5,-8,5,5,-1,-8,-8,-7
Cc1cn(Cc2ccccc2Cn2cc(C)c(=O)[nH]c2=O)c(=O)[nH]c1=O,-1,-4,7,8,15,-15,-2,5
O=C1NCCN(Cc2ccc(Cl)c(F)c2)C1CC(=O)N1CCc2ccccc2C1 (stereo unspecified),15,-3,6,-1,2,-6,2,6
COc1ccc(C(=O)OCC(=O)NC2CC2)cc1S(=O)(=O)N(C)Cc1ccccc1,6,-6,18,-5,-4,12,-1,4
C=CCn1c(SCC(=O)NC2CCCC2)nnc1-c1ccncc1,2,-3,2,-2,-42,-3,-3,-28
COc1ccc(OCCSc2nnc(-c3ccccc3)n2N)cc1,-2,3,8,4,3,0,-1,2
Cc1cccc(-c2ocnc2C(=O)N2CCN(C(=O)c3cccs3)CC2)c1,-4,-5,1,3,-3,6,4,9
